High-throughput results as filed in PubChem BioAssay.
Granule exo inh = lytic granule exocytosis inhibition. TALL-104 LAMP-1 surface exposure, flow cytometry; cells stimulated with thapsigargin and PMA. inhibition, % at 10 µM. 360,000 compounds, 0.66% hits;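 active = inhibition above about 55%, limit read from the data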
ABCB6 inh 2 = blocks the human ABCB6 transporter | fluorescence ratio to DMSO, % at 10 µM | 360,000 compounds, 0.19% hits | Q9NP58 | K562-ABCB6 porphyrin accumulation, flow cytometry, 1 h; active compounds read low;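 active = fluorescence ratio to DMSO below 75%, the collection mean minus 3 SD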;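 note: signal is porphyrin accumulated inside mitochondria; 100% equals median channel fluorescence of DMSO control wells; lower ratio means ABCB6 inhibition with less porphyrin fluorescence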
Vif imaging = HIV Vif inhibition | HEK293T cells, Vif self-association by quenched fluorescence, imaging, 24 h | 340,000 compounds, 0.35% hits | AID 602346 | inhibition, % at 7.49 µM; in the data active = inhibition above about 50%, passing the limit was not always enough; note: some results filed as inactive read as strong as hits
MC4R ag barr = agonists of human melanocortin 4 receptor (MC4R) beta-arrestin; P32245; U2OS MC4R beta-arrestin complementation, luminescence; percent of melanotan II response, DMSO zero; activation, % at 8.9 µM; 360,000 compounds, 0.98% hits; AID 540308;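 active = activation above a per-plate cutoff, the mean activation of sample wells on that plate plus 3 SD, cut at about 8% in these data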
NOD2 RIPK2 PPI = inhibitors of human NOD2-RIPK2 interaction; O43353; 360,000 compounds, 0.38% hits; inhibition, % at 4.98 µM; CHO BLA complementation NOD2-RIPK2, CCF4 ratio; AID 624267; in the data active = inhibition above about 21%;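 note: 0% = vehicle only and 100% = reference blocker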
TLR9-MyD88 block = inhibitors of human TLR9-MyD88 binding | inhibition, % at 4.98 µM | AID 504734 | CHO BLA complementation TLR9-MyD88, CCF4 FRET ratio | Q9NR96+Q99836 | 340,000 compounds, 0.21% hits;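 active = inhibition above the mean over all tested compounds plus 3 SD, cut at about 21% in these data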;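 note: 0% = DMSO only wells and 100% = clavulanate BLA inhibitor control wells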
MC4R antag cAMP = human MC4R antagonism in cAMP assay | P32245 | MC4R-expressing cells, MTII-stimulated cAMP, LANCE TR-FRET | inhibition, % at 6.5 µM | 360,000 compounds, 0.48% hits | AID 540295;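 active = inhibition above its plate's cutoff, the mean of tested wells on that plate plus 3 SD, cut at about 29% in these data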;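 note: 0% = Melanotan II alone and 100% = Melanotan II plus saturating MCL0020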
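System – human MC4R-expressing U2OS cells · Also added – Melanotan II · Dosing – one concentration, 6.5 µM nominal · Timing – 30-min compound, 1-h challenge, 1-h detection, room temperature · Measured by – Eu-cAMP/anti-cAMP TR-FRET, emission 671 nm · Replicates – singlicate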
ABHD5 PLIN5 PPI = ABHD5-PLIN5 protein interaction inhibition. Split G. princeps luciferase complementation, luminescence, 4 h. inhibition, % at 4 µM. 360,000 compounds, 0.78% hits. Q00G26+Q8WTS1;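 active = inhibition above the mean inhibition across every tested compound plus 3 SD, cut at about 22% in these data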;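 note: 0% = DMSO only wells and the 100% control is not disclosed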
Target sequence (Q00G26 whole entry, looked up): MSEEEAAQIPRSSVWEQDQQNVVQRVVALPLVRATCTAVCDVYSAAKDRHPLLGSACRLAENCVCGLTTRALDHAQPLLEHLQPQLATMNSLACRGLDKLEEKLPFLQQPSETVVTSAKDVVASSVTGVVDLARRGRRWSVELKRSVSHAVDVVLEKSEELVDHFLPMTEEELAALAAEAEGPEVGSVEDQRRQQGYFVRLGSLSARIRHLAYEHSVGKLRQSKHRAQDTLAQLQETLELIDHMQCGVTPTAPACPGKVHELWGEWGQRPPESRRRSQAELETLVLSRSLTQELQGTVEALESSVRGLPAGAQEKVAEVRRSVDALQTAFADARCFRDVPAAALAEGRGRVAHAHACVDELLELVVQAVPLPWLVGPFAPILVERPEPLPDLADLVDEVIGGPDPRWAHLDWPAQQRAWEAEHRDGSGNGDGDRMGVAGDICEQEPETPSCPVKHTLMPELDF
Target sequence (Q8WTS1 whole entry, looked up): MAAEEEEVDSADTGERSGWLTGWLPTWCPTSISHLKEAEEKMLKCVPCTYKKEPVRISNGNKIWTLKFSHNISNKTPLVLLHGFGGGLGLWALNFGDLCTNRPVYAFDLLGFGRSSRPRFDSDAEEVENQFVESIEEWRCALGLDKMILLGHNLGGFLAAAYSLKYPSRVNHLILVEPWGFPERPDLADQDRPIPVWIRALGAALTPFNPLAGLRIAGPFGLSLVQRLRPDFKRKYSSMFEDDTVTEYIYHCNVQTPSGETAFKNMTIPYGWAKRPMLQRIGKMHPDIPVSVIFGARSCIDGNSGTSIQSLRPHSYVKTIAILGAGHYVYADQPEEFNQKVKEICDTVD
aDG glyco up = alpha-DG glycosylation activation; 360,000 compounds, 0.22% hits; Pro5-aDG cells, alpha-DG glycosylation AlphaScreen (IIH6); 0% Pro5, 100% B10-LARGE cell signal; activation, % at 10 µM; AID 624168;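 active = activation of at least 8% versus controls, or a plate z-score of at least 8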;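 note: Pro5 are CHO cells carrying HIG-tagged alpha-DG that lacks glycosylation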
N-glyco inh = blocks N-linked glycosylation in D54 reporter cells | reporter increase, % at 12.5 µM | 360,000 compounds, 0.23% hits | D54 ERlucT glycosylation luciferase reporter, 24 h; percent of 100 nM tunicamycin response;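 active = mean luciferase reporter signal, scaled so untreated is 0 and the glycosylation-blocking control 100, at or above a set limit in every replicate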;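 note: luciferase carries N-glycosylation sites so blocking glycosylation raises the light; 0% = median of neutral control wells and 100% = median of 100 nM tunicamycin wells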
* hit, by the source's call; / = not tested or not shown.

SMILES,Granule exo inh,ABCB6 inh 2,Vif imaging,MC4R ag barr,NOD2 RIPK2 PPI,TLR9-MyD88 block,MC4R antag cAMP,ABHD5 PLIN5 PPI,aDG glyco up,N-glyco inh
CCc1nc2sc3ccccc3c(=O)c2c(=O)n1Cc1ccc(OC)cc1,-11.1,103.0,-0.6,0.0,-13.3,-6.0,-0.8,-2.4,0.2,-0.1
O=C(O)c1cc(N2N=C(C(F)(F)F)/C(=C/C=C/c3ccco3)C2=O)ccc1Cl,5.4,100.0,-1.1,-1.5,-2.9,-1.5,-2.9,22.4*,0.1,0.6
CC(=O)Nc1nonc1NC(=O)CSc1ccccn1,-1.0,98.0,5.9,-0.1,1.7,-6.2,12.2,4.8,-0.2,1.4
O=C(OCC#CCSc1nnc(-c2ccccc2)o1)c1cccs1,5.8,98.0,-1.2,-0.3,-5.6,5.2,-2.5,-0.6,0.2,-0.3
CCC(CO)N=CC1=C(O)C(C(=O)c2ccccc2)CCC1=O (configuration not stated),14.6,96.0,-9.4,-0.4,-7.5,7.9,3.0,-3.0,-0.1,-3.0
CO/N=C(/CNC(=O)c1ccc(F)cc1)c1ccc(Cl)cc1,-0.3,103.0,-0.8,0.3,-9.2,-4.4,3.0,-1.7,0.4,0.9
Cc1ccc(CNC(=O)CSc2nnc3c(n2)[nH]c2ccccc23)cc1,-3.5,96.0,12.0,-2.9,4.9,-2.8,5.1,5.7,0.1,1.4
Cn1c(SCC(=O)N(Cc2ccccc2)C(C)(C)C)nc2ccccc21,0.6,100.0,-3.1,-2.0,10.2,10.6,6.2,-6.7,0.2,-4.1
Cc1cccc(N2CCN(Cc3nc(C4CC4)no3)CC2)n1,-0.6,97.0,-1.6,-1.5,1.5,-3.4,3.5,-6.2,0.2,1.0
Cc1ccccc1NC(c1cccc(Cl)c1)c1nnnn1C1CCCCC1 (configuration not stated),-9.2,97.0,9.3,0.6,-12.5,-3.8,15.3,-3.8,-0.1,-3.2
Cc1ccc(S(=O)(=O)N2CCN(CC(=O)Nc3ccc(N4CCOCC4)cc3)CC2)cc1C,0.8,98.0,-9.5,2.1,-33.3,0.1,7.2,3.0,0.0,1.3
C[C@H](CO)N1C[C@H](C)[C@@H](CN(C)S(=O)(=O)c2cccs2)Oc2c(NC(=O)c3ccncc3)cccc2C1=O,-4.8,94.0,/,0.5,5.2,-2.0,-0.4,6.5,-0.3,2.7
CN(Cc1ccccc1)C(=O)COC(=O)c1ccccc1NS(=O)(=O)c1cccc(N)c1,-0.2,102.0,-5.2,2.0,-5.6,11.7,16.1,5.9,-0.1,1.0
CN(C)CCCN(C(=O)c1cccs1)c1nc(-c2ccccc2)cs1,0.1,100.0,-20.4,-2.1,8.8,2.7,1.4,8.3,0.1,-4.9
Cc1ccc(OC(=O)c2sc(Cl)nc2C)cc1C,-0.5,97.0,0.1,-0.4,-1.3,-0.1,36.0*,-3.2,0.5,4.0
COc1ccc(/C(O)=C2/C(=O)C(=O)N(CCN(C)C)C2c2ccc(OC)c(OC)c2)c(C)c1 (configuration not stated),1.0,97.0,-7.2,5.1,-4.4,4.4,-0.3,1.2,-0.3,2.2
C=CCN(CC(=O)Nc1cccnc1)S(=O)(=O)c1ccc(Cl)cc1,10.8,103.0,4.1,-1.3,-6.3,1.2,4.2,-1.0,0.0,2.9
Cc1ccc(N2C(=O)C(Cl)=C(N3CCCCCC3)C2=O)c(C)c1,0.4,96.0,-1.5,-0.3,-5.8,1.9,3.4,-13.2,0.1,-9.1
Cn1ccnc1-c1nnn(-c2ccc(F)cc2)n1,-4.3,99.0,4.6,-0.4,5.9,-2.9,3.4,-2.3,0.1,-0.5
CC(=O)c1ccc(OC(=O)Oc2ccc(C(C)=O)cc2)cc1,-5.8,110.0,-2.4,-0.4,-4.9,-8.2,4.8,-4.0,-0.1,0.1
O=C(c1ccccc1)N1CCC(O)(c2cccnc2)CC1,1.1,98.0,/,-0.5,-9.2,-6.5,1.0,-3.4,0.3,-0.1
O=C1CCCc2c1cc(C(=O)NCCCN1CCOCC1)c(=O)n2-c1ccc(Cl)cc1,-4.0,89.0,12.7,-0.5,-6.2,0.9,1.4,-1.1,-0.1,-4.5
CCOCCCNC(=O)CN1C(=O)NC(Cc2c[nH]c3ccccc23)C1=O (configuration not stated),-1.7,95.0,-16.3,-0.4,3.8,12.9,13.7,5.7,-0.2,0.2
COC(=O)C1=C(O)/C(=C\c2sccc2C)N=C1C,-5.1,97.0,1.1,-1.6,-8.1,-2.4,-25.2,8.3,-0.3,1.4
Cc1ccc(OCC(=O)Nc2ccc(C(=O)Nc3ccccc3C(=O)O)cc2)cc1C,-3.0,91.0,/,-0.5,-5.5,-3.8,-0.2,3.2,-0.3,1.9
CCC1=NN2C(=N)/C(=C\c3cccn3-c3ccc(OC)cc3)C(=O)N=C2S1,-2.4,90.0,9.1,-1.3,-3.0,2.0,25.7,4.0,-0.2,-0.7
CN(CCO)CC(O)CN(c1ccccc1)c1ccccc1 (configuration not stated),18.9,97.0,9.5,-1.2,-0.8,-2.8,3.2,-3.5,-0.1,0.1
COc1ccccc1C(=O)NC(=S)Nc1ccccc1N1CCCC1,0.1,96.0,1.3,-4.6,-10.7,10.3,0.8,-1.6,-0.2,-13.5
O=C(O)CCNC(=O)C12CC3CC(CC(C3)C1)C2,-0.6,94.0,-0.5,1.2,-15.0,3.7,11.4,-4.3,-0.1,-0.2
Clc1cccc(C2=NOC(c3nnc(-c4ccccc4)o3)C2)c1 (configuration not stated),-2.8,93.0,-5.0,1.2,-1.6,-1.2,3.5,0.2,0.2,2.5
COc1ccc(CN(Cc2ccc(C(=O)O)cc2)C(=S)Nc2cccc(C)c2)cc1OC,5.1,103.0,-1.1,2.7,-16.3,-0.4,1.2,4.0,0.6,-0.1
Cc1ccccc1OCCC(=O)Nc1ccc(S(=O)(=O)N(C)C2CCN(C)CC2)cc1,8.5,95.0,-0.1,-0.2,5.2,12.7,6.7,3.9,2.8,-2.1
Cc1ccc(N2CN(CCc3ccccc3)CNC2=S)cc1,-7.2,126.0,-0.1,-0.3,-9.0,-1.4,6.7,-11.3,0.0,0.8
O=C(Cc1ccc(Cl)cc1)NCc1ccccc1Cl,-5.4,99.0,-2.5,-1.1,-11.0,-3.9,2.5,-0.7,0.0,-1.7
Cc1[nH]c2ccccc2c1C(=O)C(=O)NCc1ccco1,5.1,101.0,2.7,-1.8,-7.3,-2.1,5.4,8.9,0.1,1.5
O=S(=O)(NCC(c1ccc2c(c1)OCO2)N1CCN(c2ccccc2)CC1)c1ccccc1 (configuration not stated),-2.0,101.0,-3.2,-1.2,-1.1,2.2,8.6,-11.3,0.2,-3.4
Nc1ncc([N+](=O)[O-])c(Oc2ccccc2F)n1,-2.6,93.0,-2.6,-1.1,-2.3,-3.1,2.0,-2.0,0.4,-0.5
COC(=O)C1=C(C)N(Cc2ccccc2)C(=O)N[C@H]1c1ccc(Br)cc1,-0.9,98.0,-0.6,6.3,11.7,-4.1,3.3,-8.7,0.0,-1.9
O=C1C=C(c2ccc(F)nc2)CCC1,-3.0,96.0,2.1,-0.7,-5.9,1.6,-3.2,0.5,0.1,1.2
O=C1[C@H]2[C@@H](/C=C/c3ccccc3)N3C(=O)CN(Cc4ccccn4)C(=O)[C@@]3(Cc3ccccc3)[C@H]2C(=O)N1c1ccccc1,-3.7,92.0,0.6,-0.1,3.9,3.9,1.5,4.7,-0.1,1.4
CCN(Cc1ccccc1)S(=O)(=O)c1c(C)[nH]c(C)c1C(=O)N1CCCC1,-7.8,98.0,-2.5,-0.5,1.7,-14.7,3.6,-5.9,-0.2,1.3
COC(=O)NC1(C(F)(F)F)C(=O)NC(C)=C1C(=O)OC (configuration not stated),-1.2,97.0,-0.8,0.2,-12.8,2.5,-1.2,13.9,0.1,1.3
Cc1cc(Nc2nn(C)c(N)c2C#N)ccc1F,-5.0,94.0,10.6,0.7,-4.6,-9.7,-3.8,9.6,-0.3,1.4
CC(=O)c1ccc(Cc2ncc(C(F)(F)F)cc2Cl)s1,-4.7,93.0,/,0.5,-5.4,-0.6,0.2,-4.1,0.1,-1.0
O=S(=O)(Nc1nc2ccc(Cl)cc2s1)c1cccs1,2.8,98.0,-8.6,2.0,-6.0,5.5,23.4,2.7,0.1,2.9
CCc1ccc(C(CNC(=O)c2ccc3c(=O)n(-c4ccccc4F)c(=S)[nH]c3c2)N(C)C)cc1 (configuration not stated),10.3,99.0,-2.3,0.9,5.4,10.5,7.5,1.7,10.1*,-5.6
CN1C(=O)C2(OCC(COc3ccc(Cl)cc3)O2)c2ccccc21 (configuration not stated),1.9,100.0,-1.0,0.5,-4.6,2.9,-4.6,2.7,0.1,-1.5
CC(C)(C)C(=O)Nc1sc2c(c1C(=O)Nc1ccccn1)CCCC2,0.8,103.0,12.1,0.3,-1.0,-4.7,7.7,-3.6,-0.7,-0.7
O=C(Cc1ccc(S(=O)(=O)N2CCOCC2)s1)N1CCN(S(=O)(=O)c2ccc(Cl)cc2)CC1,-4.8,97.0,-6.0,-2.4,5.1,-6.4,-8.5,-1.6,0.9,-2.9
O=C(COC(=O)c1ccc(S(=O)(=O)N2CCOCC2)cc1)NCc1ccccc1,1.0,95.0,3.2,-2.8,-14.3,5.0,4.5,-4.7,-0.1,3.3

Carrying on.
SMILES,Granule exo inh,ABCB6 inh 2,Vif imaging,MC4R ag barr,NOD2 RIPK2 PPI,TLR9-MyD88 block,MC4R antag cAMP,ABHD5 PLIN5 PPI,aDG glyco up,N-glyco inh
COc1cc(/C=C/C(=O)NC(=O)c2ccccc2O)ccc1O,-5.3,96.0,-1.2,-1.8,7.7,5.8,2.3,0.8,-0.3,-1.8
COc1ccc(CC(=O)NNC(=O)CCc2ccccc2)cc1,1.3,98.0,-5.8,3.1,-14.7,-1.2,15.4,-0.9,-0.1,-1.9
CC1(C)Oc2ccc(C(=O)NC3CCCCC3)cc2N(CC#N)C1=O,7.3,94.0,2.7,-1.7,2.9,-1.1,10.9,-5.1,0.0,0.7
Cc1ccc(-c2nc3sc(C(N)=O)c(N)c3c3c2CCCC3)cc1,47.9,99.0,-8.7,2.2,1.1,-2.4,-2.6,-6.1,0.1,-1.7
O=S(=O)(CC(CN1CCCCC1)N1CCCCC1)c1ccccc1 (configuration not stated),3.7,104.0,-13.1,-1.3,-5.8,4.0,3.8,2.9,-0.2,-6.4
O=C(COC(=O)CSCc1ccccc1)NCc1ccccc1,1.6,101.0,-0.7,-0.2,-7.5,6.0,-5.0,2.9,0.1,2.3

An excerpt; the hit share may differ from the screen's.
